L3MBTL1 inh: blocks human L3MBTL1; 0.66% of 230,000 active; Potency, µM (titrated, usually from 57.1 µM), inactives show at the top dose activity, negative = inhibition, actives largely listed as inhibitors; AlphaScreen L3MBTL1–H3K9me1 peptide binding; Q9Y468; also: nearly all actives have a fitted effect of over 60% in size
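Read-out is AlphaScreen signal from streptavidin donor and nickel chelate acceptor beads (10 ug/mL final each) bridging L3MBTL1 (50 nM) and biotinylated K9-monomethylated H3(1-15) peptide (75 nM), after 30 min compound exposure at room temperature.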
KDM4E inh: blocks human JMJD2E demethylase activity. 1.6% of 230,000 active. JMJD2E catalytic domain, FDH-coupled NADH fluorescence (FDH is formaldehyde dehydrogenase). Potency, µM (highest dose often 57.1 µM), inactives show top-dose activity change, negative = inhibition, usual class: inhibitors. B2RXH2; active = well fitted inhibition curve with a large enough effect, not every such curve was filed as active; inconclusive = small, poorly fitted or top-dose-only effect, or another doubt; inactive = no such curve, though single readings can be large or run the other way;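 also: 0% = wells with enzyme and -100% = buffer wells without enzyme; nearly all actives have a fitted effect of over 50% in size; many of its hits are not listed in these tables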
Target sequence (B2RXH2 1-337 limits assumed): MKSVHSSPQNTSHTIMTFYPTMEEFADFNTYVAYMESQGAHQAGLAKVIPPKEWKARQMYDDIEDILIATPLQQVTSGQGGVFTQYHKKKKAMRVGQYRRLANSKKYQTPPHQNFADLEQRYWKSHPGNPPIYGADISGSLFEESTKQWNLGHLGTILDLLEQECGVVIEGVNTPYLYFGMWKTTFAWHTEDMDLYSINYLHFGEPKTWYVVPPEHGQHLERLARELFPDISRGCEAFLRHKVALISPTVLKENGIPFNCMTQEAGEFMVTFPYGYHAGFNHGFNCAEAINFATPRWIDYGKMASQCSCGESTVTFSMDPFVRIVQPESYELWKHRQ
TR SRC2 fluor cs: counter-screen for TRb-SRC2 inhibitors: fluorescence interference. AID 1479. 0.29% of 280,000 active. TRb/SRC2 Texas Red total fluorescence interference. Potency, µM (series often up to 106 µM), inactives show at the top dose fluorescence change, negative = quenching; active = well fitted curve in either direction with a large enough effect; inconclusive = small, poorly fitted or top-dose-only effect
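Human TRb ligand-binding domain at 0.6 uM with 20 nM Texas Red SRC2 peptide in Tris buffer containing 1 uM T3 and 5% DMSO, incubated with compound 5 h at ambient temperature. Total fluorescence (555/632 nm) calculated as parallel + 2 × perpendicular.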
Tau fibril ThT: blocks human tau fibril formation measured by thioflavin T; 2.1% of 270,000 active; Potency, µM (doses to about 57.4 µM), for the others: at the highest dose activity, negative = inhibition, hits mostly inhibitors; recombinant tau K18 P301L, heparin-induced fibrillization, ThT fluorescence; P10636; AID 1460; also: nearly all actives have a fitted effect of over 55% in size
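Fibril formation assay: tau K18 P301L at 15 uM with trace Alexa 594 label, heparin inducer 20 uM, pH 7 sodium acetate buffer, 37 C for 6 hr; endpoint ThT signal.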
TRb SRC2 PPI: TRbeta-SRC2 interaction inhibition. P10828. TRbeta-SRC2 peptide binding, fluorescence polarization; receptor liganded with 1 µM T3. Potency, µM (highest dose often 106 µM), without a hit: at the highest dose activity change, negative = inhibition, usual class: inhibitors. 0.065% of 280,000 active;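 also: plate controls were bound peptide for no effect and peptide without receptor for full effect; nearly all actives have a fitted effect of over 50% in size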
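TRb LBD 0.6 uM + Texas Red SRC2 peptide 20 nM, 1 uM T3, Tris buffer w/ 5% DMSO; compound pinned, 5 h RT; FP read ex 555/em 632; normalized to unbound and bound controls.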
RECQ1 inh: RECQ1 (human) helicase inhibition; P46063; RECQ1 DNA unwinding, red fluorescence kinetic read; Potency, µM (titrated, usually from 57.3 µM), inactives show top-dose activity, negative = inhibition, most hits filed as inhibitors; 0.54% of 240,000 active; AID 2549;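 also: plate controls were vehicle for no effect and no enzyme for full effect; nearly all actives have a fitted effect of over 30% in size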
Target sequence (P46063 whole entry, looked up): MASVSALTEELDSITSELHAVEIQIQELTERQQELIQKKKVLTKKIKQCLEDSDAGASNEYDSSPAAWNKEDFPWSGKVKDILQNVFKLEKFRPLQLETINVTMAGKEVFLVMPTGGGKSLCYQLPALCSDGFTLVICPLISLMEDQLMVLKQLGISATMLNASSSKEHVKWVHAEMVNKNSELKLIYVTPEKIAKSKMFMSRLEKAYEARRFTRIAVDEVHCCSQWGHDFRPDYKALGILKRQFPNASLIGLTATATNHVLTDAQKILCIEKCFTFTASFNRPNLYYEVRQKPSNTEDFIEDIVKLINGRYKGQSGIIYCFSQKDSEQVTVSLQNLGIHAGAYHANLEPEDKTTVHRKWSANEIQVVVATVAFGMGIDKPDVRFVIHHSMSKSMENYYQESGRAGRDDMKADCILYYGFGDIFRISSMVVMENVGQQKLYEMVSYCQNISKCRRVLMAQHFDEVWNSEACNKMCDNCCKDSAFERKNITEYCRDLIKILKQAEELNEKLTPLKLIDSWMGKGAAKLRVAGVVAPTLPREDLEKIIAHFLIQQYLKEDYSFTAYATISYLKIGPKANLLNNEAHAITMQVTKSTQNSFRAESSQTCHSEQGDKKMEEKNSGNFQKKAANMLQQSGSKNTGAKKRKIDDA
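RECQ1T1 50 nM; forked duplex (20 bp + 30-nt ss tails) 200 nM, ATP 2 mM final; pH 8.0, 2 mM MgCl2, 2.5 ug/ml poly(dI-dC); 15 min compound preincubation; discontinuous kinetic read over 2 h at RT.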
Tau fibril FP: tau fibrillization inhibition (FP); Potency, µM (doses to about 57.7 µM), for inactives: top-dose activity, negative = inhibition, hits mostly inhibitors; K18 P301L tau heparin fibrillization, Alexa594 FP, 6 h; 0.39% of 280,000 active; P10636; also: nearly all actives have a fitted effect of over 55% in size
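K18 P301L tau (15 uM unlabeled/0.24 uM Alexa 594-labeled, final) + compound + heparin 20 uM final; 100 mM NaOAc pH 7; 6 hr 37 C; ThT 30 uM final added, 1 hr RT; FP ex 555/em 632 nm.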
GoLoco inh red: blocks human Gai1 binding to RGS12 GoLoco peptide, red readout. AID 880. Gai1:RGS12 GoLoco peptide FP, rhodamine, 10 min. Potency, µM (highest dose often 61.6 µM), for inactives: at the highest dose activity, negative = inhibition, most hits filed as inhibitors. 0.44% of 230,000 active; active = well fitted inhibition curve with a large enough effect, not every such curve was filed as active; inactive = no such curve, though single readings can be large or run the other way; also: nearly all actives have a fitted effect of over 30% in size; many of its hits are not listed in these tables
Starred values were filed as active, the others as inactive; i = inactive; u = inconclusive; x = not tested or not shown; [ ] = another dose, or the depositor's remark. Unless noted, calls follow the shape of the dose curve; as a rule, active = well fitted curve in the direction sought with a large enough effect; inconclusive = small, poorly fitted or top-dose-only effect, or another doubt; inactive = no such curve, though single readings can be large; an effect the other way counts as inactive or inconclusive. Unless noted, % is scaled to controls: 0 for no effect and ±100 for the full control effect; potency is read from the fitted curve at half-maximal effect. This is a subset. The share of hits here may be higher or lower than overall.

SMILES | L3MBTL1 inh | KDM4E inh | TR SRC2 fluor cs | Tau fibril ThT | TRb SRC2 PPI | RECQ1 inh | Tau fibril FP | GoLoco inh red
O=C(CSc1nc2ccccc2[nH]1)N1CCN(c2ccccc2)CC1 | -4% | 6% | -3% | -13% | -2% | 5% | -5% | 9%
CCOC(=O)c1cc(-c2ccc(/C=C3/C(=O)NC(=O)C(C#N)=C3C)o2)ccc1Cl | u | u | -3% | u | 5% | u | -11% | 2%
CC1=C(C(=O)OCC2CCCO2)C(c2ccncc2)C2=C(CCCC2=O)N1 (centres undefined) | 5% | u | -3% | -10% | -2% | i | 0% | -3%
Fc1ccc(NC(=S)Nc2cc(-c3ccccc3)[nH]n2)cc1Cl | -9% | -11% | -2% | 6% | -3% | i | -10% | 14%
COc1ccccc1CNS(=O)(=O)c1c(C)nc2sccn2c1=O | 8% | x | 0% | 2% | 6% | x | 0% | x
COc1cccc(C(=O)CSc2nnc(-c3ccco3)n2CC2CCCO2)c1 (centres undefined) | x | 3% | 0% | -2% | 2% | -4% | 4% | 5%
CC1CCN(C(=S)c2cccc([N+](=O)[O-])c2)CC1 | -2% | -10% | -1% | u | 3% | i | -11% | -2%
COc1cccc2sc(NC(=O)c3ccc(Br)s3)nc12 | x | u | -4% | 7% | 1% | -14% | -15% | 6%
COc1ccc2oc(=O)c(C(=O)NCC3CCCO3)cc2c1 (centres undefined) | 5% | u | 0% | -6% | -10% | -9% | 1% | 7%
Cc1ccc(-c2noc(N=O)c2NO)cc1 | -15% | u | -3% | u | -1% | -6% | -5% | 6%
Cc1ccc(C(=O)c2sc(Nc3ccccc3F)c(S(=O)(=O)c3ccccc3)c2N)c(C)c1 | x | x | -31% | 7% | -1% | x | -7% | x
O=c1c(N2CCc3ccccc3C2)csc2ccc(Br)cc12 | x | x | 3% | u | 10% | x | 2% | x
CC(C)C1=CC(=NS(=O)(=O)c2cccc([N+](=O)[O-])c2)C=C(C(C)C)C1=O | 2% | 1% | -4% | -2% | 0% | i | 2% | -2%
CCCCNc1c(C(=O)OCC)c(=O)[nH]c2ccccc12 | -4% | 1% | 0% | -2% | -16% | i | 7% | -1%
Cc1ccc(CNC(=O)COC(=O)[C@@H]2CC(O)CN2S(=O)(=O)c2ccc3c(c2)OCCO3)cc1 (some centres undefined) | 3% | 5% | 0% | 2% | 0% | i | 1% | 2%
COc1ccc2nc(NC(=O)c3cccc(-c4cc5ccccc5oc4=O)c3)sc2c1 | 5% | u | -4% | -12% | 0% | 2% | -1% | 8%
CN(C)c1ccc(C2Nc3ccccc3C(=O)N2CCN2CCNC2=O)cc1 (centres undefined) | 31%[activator] | u | -9% | u | -8% | -3% | -6% | 2%
COc1cc(/C=C/C(=O)O)cc(S(=O)(=O)NCc2ccco2)c1OC | -6% | u | 0% | u | -6% | -5% | -10% | -1%
NCCc1nnc(SCc2ccc(F)cc2)o1 | 0% | 0% | 1% | 0% | 6% | 2% | -6% | -5%
COc1ccc(CCNC(=O)c2c([S-])n(-c3ccc(C)cc3)c3cccc[n+]23)cc1 | x | -17% | 0% | u | 4% | 16% | 11% | 5%
COc1ccc(C(O)CNc2ccc(C)cc2)cc1 (centres undefined) | -5% | -3% | -5% | u | 1% | -7% | 13% | 10%
O=C(O)CC1(CC(=O)Nc2ccc3sccc3c2)CCCCC1 | 11% | -1% | -1% | -3% | -1% | -8% | -6% | 1%
CC(=O)c1cccc(NCc2ccccc2-c2nnc(-c3ccccc3)o2)c1 | x | x | -3% | -13% | -1% | x | -10% | x
S=c1[nH]cc(Cc2ccccc2)s1 | 2% | 1% | -2% | -1% | 1% | -2% | 4% | -1%
O=C(NC(Cc1c[nH]c2ccccc12)C(=O)O)/C(=C/c1ccc(F)cc1)NC(=O)c1ccccc1 (centres undefined) | x | -5% | -5% | x | -5% | -3% | -1% | 5%
O=C(CNC(=O)c1ccc(S(=O)(=O)N2CCCC2)cc1)N/N=C/c1ccccc1Cl | 7% | -3% | -1% | -2% | 5% | -8% | -4% | 8%
Cc1ccc(NC(=O)CN2C(=O)/C(=C\c3cccs3)SC2=S)cc1 | 1% | 21% | -2% | -5% | 1% | i | 0% | -2%
CS(=O)(=O)N(Cc1ccccc1Cl)c1ccc(C(=O)NCc2cccnc2)cc1 | x | 0% | -4% | -5% | 0% | -1% | -6% | 3%
CCc1ccc(C2=CC(c3cccc(C)c3)n3c(nc4ccccc43)N2)cc1 (centres undefined) | x | x | -8% | u | -2% | x | -10% | x
COC(=O)/C(=C/c1ccco1)NC(=O)c1ccco1 | -4% | -3% | -1%[53 µM] | u | 4%[53 µM] | 0% | -3% | -18%
COc1ccc(C(=O)C(OC(=O)c2ccc(C)c(NC(C)=O)c2)c2ccccc2)cc1 (centres undefined) | -7% | -1% | -2% | -6% | -2% | -15% | u | 1%
Cc1ccc(CNS(=O)(=O)c2ccc3[nH]c4c(c3c2)CCCC4)cc1 | x | x | -3% | 1% | 0% | x | u | x
CCc1cccc(CC)c1-n1c(-c2cccnc2)n[nH]c1=S | 6% | 1% | -3% | 0% | -1% | i | 3% | 0%
COc1ccc(C2c3c(ccc4ccccc34)Oc3ncn4nc(CO/N=C/c5ccccc5)nc4c32)cc1 (centres undefined) | x | -4% | 3% | 4% | 1% | i | 4% | 3%
C/C(=N\NC(=O)CNc1cccc(C)c1)c1ccc(Br)s1 | 3% | 6% | -2% | u | 6% | -7% | 14% | 12%
CCc1nnc(NC(=O)CCN2C(=O)c3ccccc3S2(=O)=O)s1 | 2% | 7% | -2% | -4% | -1% | i | -4% | -2%
CCCCNC(=O)NC1CCCC1 | 1% | 4% | -1% | 2% | -16% | -8% | 0% | -1%
COc1ccc(C(CNC(=O)c2ccc(C)cc2)N2CCOCC2)cc1 (centres undefined) | x | x | 8% | 1% | 1% | x | 0% | x
COc1cc(-c2nnc(SCC(=O)Oc3ccccc3)o2)cc(OC)c1OC | x | x | 0% | 10% | -2% | x | 9% | x
CCc1ccccc1N(CC)C(=O)C1CCN(c2ncnc3c2nc2n3CCCCC2)CC1 | x | x | 7% | u | 10% | x | -2% | x

5 entries drawn at random from those above, as already listed:
SMILES | L3MBTL1 inh | KDM4E inh | TR SRC2 fluor cs | Tau fibril ThT | TRb SRC2 PPI | RECQ1 inh | Tau fibril FP | GoLoco inh red
Cc1ccc(CNS(=O)(=O)c2ccc3[nH]c4c(c3c2)CCCC4)cc1 | x | x | -3% | 1% | 0% | x | u | x
COc1cccc(C(=O)CSc2nnc(-c3ccco3)n2CC2CCCO2)c1 (centres undefined) | x | 3% | 0% | -2% | 2% | -4% | 4% | 5%
COc1cccc2sc(NC(=O)c3ccc(Br)s3)nc12 | x | u | -4% | 7% | 1% | -14% | -15% | 6%
CC1CCN(C(=S)c2cccc([N+](=O)[O-])c2)CC1 | -2% | -10% | -1% | u | 3% | i | -11% | -2%
CCc1ccccc1N(CC)C(=O)C1CCN(c2ncnc3c2nc2n3CCCCC2)CC1 | x | x | 7% | u | 10% | x | -2% | x

(listing goes on)
SMILES | L3MBTL1 inh | KDM4E inh | TR SRC2 fluor cs | Tau fibril ThT | TRb SRC2 PPI | RECQ1 inh | Tau fibril FP | GoLoco inh red
Cc1cc(NC(=O)Cc2cn3ccsc3n2)n(-c2ccccc2)n1 | 6% | -1% | 1% | -11% | -10% | -11% | 2% | 5%
CCCN(CCC)C(=O)c1cc(-c2ccc3c(c2)OCO3)nc2ccccc12 | x | u | -4% | u | 6% | -11% | 1% | 21%
O=c1c(Cl)c(N2CCOCC2)cnn1-c1ncc(C(F)(F)F)cc1Cl | -4% | -1% | 2% | -3% | 10% | -7% | 1% | 2%
CCN(CC)C(=O)C1CCCN(Cc2ccc3c(c2)OCO3)C1 (centres undefined) | x | u | 1% | -9% | -10% | i | -2% | -9%
O=C1c2cccc3cccc(c23)C(=O)N1CC1CCCO1 (centres undefined) | 1% | u | -5% | -5% | -7% | -10% | -7% | 2%
COc1ccc([N+](=O)[O-])cc1NC(=O)CSCc1cc(C)cc(C)c1 | -11% | 3% | 5% | -14% | 0% | -4% | -9% | 5%
Cc1cccc(Cn2ccc(NC(=O)c3ccc4c(c3)OCO4)n2)c1 | x | 3% | 0% | u | 2% | u | -5% | -8%
Cc1ccc2nc(-c3cccnc3SCC(=O)N3c4ccccc4CC3C)[nH]c2c1 (centres undefined) | -9% | u | 0% | -3% | 2% | -22% | u | 9%
Cc1ccc(OCc2cc(=O)n3ccsc3n2)c(NC(=O)c2ccco2)c1 | x | x | 1% | 0% | -11% | x | -5% | x
COc1ccc(N(C)C(=O)CCS(=O)(=O)c2cccc3nsnc23)cc1 | x | x | 0% | -13% | -1% | x | -11% | x
CCCCOC(=O)c1c(N)n(-c2ccc(OC)cc2OC)c2nc3ccccc3nc12 | x | x | -2% | -11% | 2% | x | 3% | x
Cc1cc(C)c2[nH]c(O)c(N=NC3=NC(=O)CS3)c2c1 | x | 1% | -5% | x | -9% | -3% | 3% | -6%

Compounds listed so far that contain a nitro group on carbon, in the order listed:
SMILES | L3MBTL1 inh | KDM4E inh | TR SRC2 fluor cs | Tau fibril ThT | TRb SRC2 PPI | RECQ1 inh | Tau fibril FP | GoLoco inh red
CC1CCN(C(=S)c2cccc([N+](=O)[O-])c2)CC1 | -2% | -10% | -1% | u | 3% | i | -11% | -2%
CC(C)C1=CC(=NS(=O)(=O)c2cccc([N+](=O)[O-])c2)C=C(C(C)C)C1=O | 2% | 1% | -4% | -2% | 0% | i | 2% | -2%
COc1ccc([N+](=O)[O-])cc1NC(=O)CSCc1cc(C)cc(C)c1 | -11% | 3% | 5% | -14% | 0% | -4% | -9% | 5%

Screens as filed in PubChem.
